V1aR counter: agonists of human V1a receptor, primary screen, counter-screen for OXTR agonist project, fluorescence, CHO-V1R cells. 320,000 compounds, 0.25% hits. activation, % at 3 µM. Vasopressin V1a receptor (Homo sapiens), P37288. Fluo-8 calcium fluorescence, agonist mode; 0% DMSO, 100% 3 nM vasopressin;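 active means activation above the mean activation of all tested compounds plus 3 SD, per screening run, cut at about 20% in these data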;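 further: signal is peak over basal fluorescence ratio across a 100 second FLIPR read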
GalR3 antagonist: GalR3 antagonists in HEK293 cells, primary screen, cell-based, fluorescence readout; AID 651719, 2012; 360,000 compounds, 0.44% hits; Galanin receptor type 3 (Homo sapiens), O60755; inhibition, % at 3 µM; HEK293 GalR3-CNG cAMP membrane potential fluorescence; galR3 body fused to GalR1 C-terminus;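 active means inhibition above the screen-wide average plus 3 SD, cut at about 13% in these data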;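 further: forskolin and galanin both at EC90 stimulate the cells; cAMP rise reported by CNG channel membrane potential dye signal; 0% = forskolin plus galanin with DMSO and 100% = forskolin alone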
Target sequence (O60755 1-299 limits assumed): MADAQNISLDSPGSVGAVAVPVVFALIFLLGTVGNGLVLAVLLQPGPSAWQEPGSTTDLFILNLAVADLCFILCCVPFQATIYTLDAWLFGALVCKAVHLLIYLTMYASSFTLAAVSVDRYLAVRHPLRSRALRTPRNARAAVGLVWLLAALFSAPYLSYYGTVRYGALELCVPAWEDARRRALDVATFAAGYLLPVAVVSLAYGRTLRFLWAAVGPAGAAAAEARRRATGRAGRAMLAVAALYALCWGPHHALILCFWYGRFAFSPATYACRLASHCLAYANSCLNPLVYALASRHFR
PHOSPHO1 block: PubChem AID 1565; Phosphoethanolamine/phosphocholine phosphatase (Homo sapiens), Q8TCT1; recombinant PHOSPHO1, absorbance phosphatase assay; 290,000 compounds, 1.1% hits; inhibition, % at 13.3 µM; in the data active means inhibition above about 60%
NALP1 inh: NALP1 inflammasome inhibitors in reconstituted yeast, colorimetric, S. cerevisiae, triplicate retest | S. cerevisiae NALP1/ASC/caspase-1 growth, X-gal OD620, 72 h | inhibition, % at 10 µM | 280,000 compounds, 0.61% hits; in the data active means inhibition mostly above about 24%, no sharp cut-off; inactive means mostly below about 32%; further: some compounds called inactive have numbers as strong as hits
MEKK2 WT-MEK5: modulators of MEK5 binding to wildtype MEKK2, primary screen, biochemical, multiplex bead flow cytometry, Alexa488-MEK5; Mitogen-activated protein kinase kinase kinase 2 (Homo sapiens), Q9Y2U5; Alexa488-MEK5 binding to MEKK2 WT; actives lie on both sides; binding response (% of control), % at 10 µM; 290,000 compounds, 1.1% hits; AID 1531, 2009; in the data active means binding response below about 67% or above about 130%
GPR7 antag: GPR7 receptor antagonists, primary screen, cell-based, fluorescence, single concentration. AID 1861, 2009. 290,000 compounds, 1.1% hits. inhibition, % at 4.4 µM. GPR7-expressing cells, fluorescence antagonist assay; in the data active means inhibition above about 16%, passing the limit was not always enough;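 further: cells stimulated with the agonist NPW; 0% = agonist with vehicle and 100% = vehicle without agonist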
MEKK3 PB1 HTS: modulators of MEKK3-MEK5 PB1 binding, primary screen, biochemical, wildtype MEKK3, multiplex bead flow cytometry, Alexa488-MEK5; bead-based flow cytometry, Alexa488-MEK5 binding to MEKK3; actives lie on both sides; 0 = blocked by unlabeled MEK5, 100 = vehicle; binding response (% of control), % at 10 µM; 290,000 compounds, 1.4% hits; AID 1529, 2009;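 active means binding response more than 3 SD above or below the average of its plate-row segment, actives on both sides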;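 further: Alexa488 bead fluorescence after subtracting the streptavidin-only scavenger bead signal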
Target sequence (Q99759 whole entry, looked up): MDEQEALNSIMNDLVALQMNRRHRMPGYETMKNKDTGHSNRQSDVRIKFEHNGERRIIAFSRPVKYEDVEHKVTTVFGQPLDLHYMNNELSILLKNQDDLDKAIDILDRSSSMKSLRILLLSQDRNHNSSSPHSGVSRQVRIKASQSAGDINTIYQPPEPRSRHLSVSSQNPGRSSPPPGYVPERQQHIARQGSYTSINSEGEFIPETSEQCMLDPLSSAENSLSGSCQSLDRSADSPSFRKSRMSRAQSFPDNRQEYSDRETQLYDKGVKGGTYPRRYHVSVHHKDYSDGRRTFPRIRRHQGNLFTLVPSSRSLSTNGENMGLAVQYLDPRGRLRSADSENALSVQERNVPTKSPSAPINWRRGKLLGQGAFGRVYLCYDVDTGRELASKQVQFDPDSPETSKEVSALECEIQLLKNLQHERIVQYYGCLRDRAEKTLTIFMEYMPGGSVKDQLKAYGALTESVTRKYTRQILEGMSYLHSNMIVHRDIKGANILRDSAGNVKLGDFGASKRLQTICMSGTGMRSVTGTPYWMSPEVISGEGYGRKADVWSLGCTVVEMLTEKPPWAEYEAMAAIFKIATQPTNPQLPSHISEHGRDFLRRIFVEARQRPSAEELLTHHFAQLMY
MEKK2mut PB1 HTS: MEK5 binding signal on mutant MEKK2 PB1, primary screen, biochemical, multiplex bead flow cytometry, Alexa488-MEK5; Alexa488-MEK5 binding to MEKK2 mutant; percent response, % at 10 µM; 290,000 compounds, 0.35% hits; AID 1530, 2009; in the data active means percent response above about 24%, passing the limit was not always enough; further: inactives centre near 1; some results filed as inactive read as strong as hits; reference of the scale not given here
OXTR agonist: human OXTR agonists, primary screen, fluorescence, CHO-OTR cells, Fluo-8 calcium. Fluo-8 calcium fluorescence; normalized: DMSO 0%, oxytocin 100%. 320,000 compounds, 0.32% hits. AID 2435, 2010. activation, % at 3 µM;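 active means activation above the mean of all tested compounds plus 3 SD, cutoff set per screening run, cut at about 20% in these data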;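 further: peak over basal fluorescence ratio from a 100 s FLIPR kinetic read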
* marks the source's active call; other numbers are inactive results; / = not tested or not shown; [ ] = dose if it differs, or a comment.

SMILES	V1aR counter	GalR3 antagonist	PHOSPHO1 block	NALP1 inh	MEKK2 WT-MEK5	GPR7 antag	MEKK3 PB1 HTS	MEKK2mut PB1 HTS	OXTR agonist
Cc1cc(Cl)ccc1NC(=S)NCCc1ccc(Cl)cc1	7.1	-5	19	6	107	13	106	9	0.7
CN(C)S(=O)(=O)c1cccc(C(=O)Nc2cc3c(cc2C(=O)O)OCCCO3)c1	-1.3	-8	33	11	108	-17	106	6	-0.3
C=CCn1c(N)c(C(=O)OCC(C)C)c2nc3ccccc3nc21	/	-5	8	3	/	-8	/	/	/
CCOc1ccc(N=C2NC(=O)S/C2=C\c2ccc(N(C)C)cc2)cc1	13	-5	9	-10	/	3	/	/	2.8
COc1ccc(/C=C/c2nc(C)c(-c3ccccc3)c(=O)[nH]2)cc1OC	0.2	-4	4	28	96	-1	99	1	-0.1
O=c1cc(O)nc(SCc2ccccc2Cl)[nH]1	0.8	2	-9	10	94	-3	93	-5	0.3
O=c1cc(CSc2ccc(S(=O)(=O)N3CCCCC3)cn2)nc2sccn12	0.0	-4	6	-5	99	-7	97	1	-0.4
CCCCC[C@H]1CN(C2CCCCC2)C(=O)[C@@H]1CC(=O)NCc1ccccc1	-0.2	-8	-2	9	94	21	94	-10	-2.3
O=C1CN(C(=O)c2ccccn2)c2ccccc2N1	1.2	-2	-4	-6	112	-2	107	8	1.2
O=C(NCCN1CCOCC1)c1ccc2c(c1)N(Cc1c(F)cccc1Cl)C(=O)c1ccccc1S2	0.1	-6	-1	3	109	19	100	1	4.2
O=C(CN(CCN1CCOCC1)C(=O)Cn1nnc(-c2ccc(F)cc2)n1)NC1CCCCC1	-0.3	-4	-1	-26	87	-9	78	-4	-1.0
CCOC(=O)N1CCN(C(=O)CN2C(=O)NC(c3ccccc3)(c3ccccc3)C2=O)CC1	0.6	-11	32	12	112	-14	106	5	2.0
CC(C)C[C@@H](CO)N1CCNCCC1=O	0.6	0	0	0	104	-9	102	1	0.3
Cc1ccc(/C=C2/SC(=S)N(CCCC(=O)Nc3ccc(O)cc3)C2=O)cc1	/	-6	37	13	91	-8	99	-7	/
COc1ccccc1-c1ccc2nnc(SC)n2n1	-0.2	0	26	0	105	-9	104	5	-2.7
Cc1ccc(C(O)c2nccn2C)o1 (configuration not stated)	2.0	-11	25	19	98	-3	101	1	0.7
CCn1cc(/C=C(\NC(=O)c2ccccc2F)C(=O)NCCN2CCOCC2)c2ccccc21	2.6	4	65*	-7	97	-4	100	7	-0.1
O=C(CNc1ccc(Br)cc1)NNC1=NCCC1	0.0	0	-5	11	104	-6	103	0	-1.0
Nc1o[nH]c(=O)c1Cc1ccccc1	/	-4	36	8	99	-12	105	2	/
Cc1cccc(NC(=O)CSc2nnc(-c3ccncc3)n2C)c1	-0.2	-4	1	5	99	7	102	1	-0.9
Nc1c(-c2ccccc2)c(CSc2nc3ccccc3[nH]2)nn1-c1cccc(Cl)c1	-0.7	-5	-15	16	99	-23	90	-1	-2.7
CC(C)(C)NC(=O)c1ccc2c(c1)N(CC(=O)NC1CCCC1)C(=O)C(C)(C)O2	-0.1	-4	19	13	100	2	100	5	-0.4
Cc1cccc(OCC(=O)Nc2nnc(-c3ccco3)s2)c1	0.3	-6	8	-3	71	14	82	-13	0.2
CN(C(=O)c1cc2c(=O)n3ccccc3nc2s1)C1CCCCC1	-0.4	1	-11	5	101	-8	100	0	0.2
COc1c(C)cc(C(=O)C2CCCN(C(=O)c3ccoc3)C2)cc1C (configuration not stated)	0.3	-3	35	1	100	-10	104	5	-0.1
C=CCn1c(SCc2ccc(C(=O)Nc3ccccc3)cc2)nnc1-c1ccccc1	0.3	/	58	12	96	-9	103	-2	-0.3
Cc1nn(C)c(C)c1S(=O)(=O)N(CC(=O)NCCCOC(C)C)c1ccc(C(C)C)cc1	-0.5	-7	11	-33	98	-7	98	3	-1.4
CN1C(c2ccccc2)CCOS1(=O)=O (configuration not stated)	-0.4	-3	-19	22	91	-5	94	-12	-0.3
CCOC(=O)c1[nH]ncc1CN1CCC(Cc2ccccc2)(C(=O)OCC)CC1	-0.8	-6	24	1	90	-8	96	-2	-0.5
CCN(Cc1ccncc1)C(=O)c1ccccc1NS(=O)(=O)c1ccc(F)cc1	-0.7	-4	-1	6	94	-8	100	-6	-0.4
Cc1ccc2n(n1)c(=O)c(Cc1ccccc1)c([O-])[n+]2-c1ccccc1	0.6	-9	-11	16	103	-3	102	-2	-1.4
C/C(=C\c1ccco1)CN1CCN(Cc2ccc(C)o2)C(CCO)C1 (configuration not stated)	-0.5	10	24	9	95	-7	93	3	0.7
NC(=O)c1nn(-c2ccc(Cl)cc2Cl)c(=O)cc1O	0.6	-5	32	8	99	-7	103	-4	-0.5
O=c1c(-c2ccc(O)cc2)coc2cc(O)ccc12	1.8	/	/	/	110	/	115	5	1.1
O=C(NCc1ccco1)C1CC(c2ccc(F)cc2)=NO1 (configuration not stated)	-0.1	-5	16	10	71	-3	73*[inhibitor]	-14	0.4
Cc1ccc(C)c2c1cc(C)c1nnc(SCC(=O)NCc3ccc4c(c3)OCO4)n12	-1.1	-2	-4	2	108	-12	106	1	-2.2
O=C1c2ccccc2C(Nc2cccnc2)N1Cc1ccc2c(c1)OCO2 (configuration not stated)	-0.6	/	-28	33	119	-2	111	10	-1.7
O=C(O)c1ccc(CN2CCCCC2)o1	0.4	-8	-8	2	98	-9	99	-1	0.4
COc1ccc(CCNc2nc(Cl)nc(NC(C)(C)CO)n2)cc1OC	0.0	-10	14	8	111	-19	106	6	0.2
CCc1ccc(C2C3=C(CCCC3=O)OC3=C2C(=O)CCC3)cc1	0.0	-5	-4	24	100	-15	101	1	-1.0

Whole records as entered above. Order of values: V1aR counter, GalR3 antagonist, PHOSPHO1 block, NALP1 inh, MEKK2 WT-MEK5, GPR7 antag, MEKK3 PB1 HTS, MEKK2mut PB1 HTS, OXTR agonist
Shown for `C=CCn1c(SCc2ccc(C(=O)Nc3ccccc3)cc2)nnc1-c1ccccc1` = 0.3, /, 58, 12, 96, -9, 103, -2, -0.3
Shown for `O=C(CNc1ccc(Br)cc1)NNC1=NCCC1` = 0.0, 0, -5, 11, 104, -6, 103, 0, -1.0

Other entries follow.
SMILES	V1aR counter	GalR3 antagonist	PHOSPHO1 block	NALP1 inh	MEKK2 WT-MEK5	GPR7 antag	MEKK3 PB1 HTS	MEKK2mut PB1 HTS	OXTR agonist
Cc1cc2ccccc2nc1SCC(=O)N1CCCC1	-1.1	-7	11	18	98	-5	103	4	-1.1
Cc1ccccc1-c1ccc(=O)n(CC(=O)Nc2ccc(-n3cnnn3)cc2)n1	1.1	-7	20	/	98	8	98	-10	1.4
CCOC(=O)C1=NOC(C(=O)NN(C)c2ncc(C(F)(F)F)cc2Cl)C1 (configuration not stated)	0.6	-3	37	-5	94	-6	100	-4	1.5
O=C(COc1ccccc1)NC1CCS(=O)(=O)C1 (configuration not stated)	-0.1	-4	32	-3	104	-6	104	1	0.6
O=C(Cc1cn2ccsc2n1)OCc1ccccc1	0.0	1	6	15	102	0	101	0	0.3
COCCCN1CN(S(=O)(=O)c2ccc(C)cc2C)c2nc3ccccc3nc21	-1.0	-6	-20	34	91	-11	93	-11	-2.3

In the list so far, these contain a halogen:
SMILES	V1aR counter	GalR3 antagonist	PHOSPHO1 block	NALP1 inh	MEKK2 WT-MEK5	GPR7 antag	MEKK3 PB1 HTS	MEKK2mut PB1 HTS	OXTR agonist
Cc1cc(Cl)ccc1NC(=S)NCCc1ccc(Cl)cc1	7.1	-5	19	6	107	13	106	9	0.7
O=c1cc(O)nc(SCc2ccccc2Cl)[nH]1	0.8	2	-9	10	94	-3	93	-5	0.3
O=C(NCCN1CCOCC1)c1ccc2c(c1)N(Cc1c(F)cccc1Cl)C(=O)c1ccccc1S2	0.1	-6	-1	3	109	19	100	1	4.2
O=C(CN(CCN1CCOCC1)C(=O)Cn1nnc(-c2ccc(F)cc2)n1)NC1CCCCC1	-0.3	-4	-1	-26	87	-9	78	-4	-1.0
CCn1cc(/C=C(\NC(=O)c2ccccc2F)C(=O)NCCN2CCOCC2)c2ccccc21	2.6	4	65*	-7	97	-4	100	7	-0.1
O=C(CNc1ccc(Br)cc1)NNC1=NCCC1	0.0	0	-5	11	104	-6	103	0	-1.0
Nc1c(-c2ccccc2)c(CSc2nc3ccccc3[nH]2)nn1-c1cccc(Cl)c1	-0.7	-5	-15	16	99	-23	90	-1	-2.7
CCN(Cc1ccncc1)C(=O)c1ccccc1NS(=O)(=O)c1ccc(F)cc1	-0.7	-4	-1	6	94	-8	100	-6	-0.4
NC(=O)c1nn(-c2ccc(Cl)cc2Cl)c(=O)cc1O	0.6	-5	32	8	99	-7	103	-4	-0.5
O=C(NCc1ccco1)C1CC(c2ccc(F)cc2)=NO1 (configuration not stated)	-0.1	-5	16	10	71	-3	73*[inhibitor]	-14	0.4
COc1ccc(CCNc2nc(Cl)nc(NC(C)(C)CO)n2)cc1OC	0.0	-10	14	8	111	-19	106	6	0.2
CCOC(=O)C1=NOC(C(=O)NN(C)c2ncc(C(F)(F)F)cc2Cl)C1 (configuration not stated)	0.6	-3	37	-5	94	-6	100	-4	1.5

Compound activity deposited in PubChem by several laboratories.
